GAA glycogen – qHTS Assay for Inhibitors and Activators of Human alpha-Glucosidase Cleavage of Glycogen | Lysosomal alpha-glucosidase (Homo sapiens), P10253 | recombinant GAA, glycogen substrate, Amplex Red glucose oxidase fluorescence | Potency, µM (doses to about 76.4 µM), without a hit: at the top dose activity change, negative = inhibition, usual class: inhibitors | 300,000 tested, 0.38% active | AID 2100, 2009;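 further: 0% = full enzyme reaction and -100% = no-enzyme basal signal; the screen sought inhibitors and activators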
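Natural-substrate format: glycogen cleavage by 4 nM human enzyme, glucose read by Amplex Red coupling (Ex 573, Em 610 nm). Normalized to enzyme and no-enzyme controls.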
GAA spleen mod – qHTS Assay for Inhibitors and Activators of Human alpha-Glucosidase From Spleen Homogenate; Lysosomal alpha-glucosidase (Homo sapiens), P10253; human spleen homogenate, 4-MU-alpha-glucoside fluorescence; Potency, µM (series often up to 79.9 µM), without a hit: at the highest dose activity change, negative = inhibition, actives largely listed as inhibitors; 240,000 tested, 0.006% active;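 further: 0% = enzyme with vehicle and -100% = no enzyme basal signal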
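AC50 values come from Hill-equation fits of concentration-response data, normalized to no-enzyme and full-activity controls. Enzyme source: 1 ug human spleen homogenate; 1 mM fluorogenic 4-MU glucoside, pH 5.0 citrate buffer, 37 C, 40 min.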
RGS12 GoLoco inh – qHTS Assay for Inhibitors of RGS12 GoLoco Motif Activity (Red Fluorophore); Gai1:RGS12 GoLoco peptide FP, rhodamine, 10 min; Potency, µM (doses to about 61.6 µM), inactives show at the highest dose activity, negative = inhibition, hits mostly inhibitors; 230,000 tested, 0.44% active; AID 880, 2007; active means well fitted inhibition curve with a large enough effect, not every such curve was filed as active; inactive means no such curve, though single readings can be large or run the other way; further: nearly all actives have a fitted effect of over 30% in size; many of its hits are not listed in these tables
TRb-SRC2 inh – qHTS for Inhibitors of the Interaction of Thyroid Hormone Receptor and Steroid Receptor Coregulator 2 | Potency, µM (titrated, usually from 106 µM), for inactives: at the top dose activity change, negative = inhibition, usual class: inhibitors | 280,000 tested, 0.065% active | Thyroid hormone receptor beta (Homo sapiens), P10828 | TRbeta-SRC2 peptide binding, fluorescence polarization; receptor liganded with 1 µM T3;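 further: plate controls were bound peptide for no effect and peptide without receptor for full effect; nearly all actives have a fitted effect of over 50% in size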
Target sequence (P10828 whole entry, looked up): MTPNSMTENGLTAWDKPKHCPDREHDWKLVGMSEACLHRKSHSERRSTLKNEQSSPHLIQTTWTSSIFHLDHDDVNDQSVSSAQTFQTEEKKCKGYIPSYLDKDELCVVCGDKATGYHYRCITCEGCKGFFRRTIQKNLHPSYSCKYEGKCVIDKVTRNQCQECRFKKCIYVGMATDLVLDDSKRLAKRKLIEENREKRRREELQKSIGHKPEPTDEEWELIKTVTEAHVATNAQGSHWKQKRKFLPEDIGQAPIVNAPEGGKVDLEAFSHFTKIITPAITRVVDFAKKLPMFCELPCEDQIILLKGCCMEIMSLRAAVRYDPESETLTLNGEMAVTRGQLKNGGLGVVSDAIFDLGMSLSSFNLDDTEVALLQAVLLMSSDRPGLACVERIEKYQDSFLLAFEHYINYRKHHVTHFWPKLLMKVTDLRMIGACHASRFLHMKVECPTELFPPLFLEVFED
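Decrease in fluorescence polarization of 20 nM Texas Red SRC2 coactivator peptide flagged inhibition of its binding to 0.6 uM TRb LBD; 1 uM T3 included, incubation 5 hr, ex 555/em 632 nm.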
GAA inh – qHTS Assay for Inhibitors of Human alpha-Glucosidase as a Potential Chaperone Treatment of Pompe Disease | Lysosomal alpha-glucosidase (Homo sapiens), P10253 | purified human GAA, 4-MU-alpha-glucoside fluorescence | Potency, µM (titrated, usually from 76.9 µM), without a hit: at the highest dose activity change, negative = inhibition, usual class: inhibitors | 200,000 tested, 0.005% active | AID 1466, 2008;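 further: plate controls were uninhibited enzyme wells for no effect and no-enzyme background for full effect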
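Read-out is 4-methylumbelliferone fluorescence (Ex 365/Em 440 nm) after NaOH/glycine stop at pH 10. Enzyme 4 nM, substrate 400 uM, pH 5.0 citrate buffer, 20 min room temperature; AC50 from Hill-equation concentration-response.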
L3MBTL1 inh – qHTS Assay for the Inhibitors of L3MBTL1. Lethal(3)malignant brain tumor-like protein 1 (Homo sapiens), Q9Y468. AlphaScreen L3MBTL1–H3K9me1 peptide binding. Potency, µM (doses to about 57.1 µM), for the others: at the top dose activity, negative = inhibition, actives largely listed as inhibitors. 230,000 tested, 0.66% active; further: nearly all actives have a fitted effect of over 60% in size
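AlphaScreen proximity signal between nickel-chelate acceptor and streptavidin donor beads (final 10 ug/mL) reports binding of 50 nM L3MBTL1 to 75 nM biotin-H3 K9me1 peptide; complex incubated with compounds 30 min at room temperature; cefsulodin titration as control.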
RECQ1 helicase – qHTS Assay for Inhibitors of RecQ-Like Dna Helicase 1 (RECQ1); ATP-dependent DNA helicase Q1 (Homo sapiens), P46063; RECQ1 DNA unwinding, red fluorescence kinetic read; Potency, µM (top dose mostly 57.3 µM), for inactives: at the top dose activity, negative = inhibition, hits mostly inhibitors; 240,000 tested, 0.54% active; AID 2549, 2010;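 further: plate controls were vehicle for no effect and no enzyme for full effect; nearly all actives have a fitted effect of over 30% in size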
Target sequence (P46063 whole entry, looked up): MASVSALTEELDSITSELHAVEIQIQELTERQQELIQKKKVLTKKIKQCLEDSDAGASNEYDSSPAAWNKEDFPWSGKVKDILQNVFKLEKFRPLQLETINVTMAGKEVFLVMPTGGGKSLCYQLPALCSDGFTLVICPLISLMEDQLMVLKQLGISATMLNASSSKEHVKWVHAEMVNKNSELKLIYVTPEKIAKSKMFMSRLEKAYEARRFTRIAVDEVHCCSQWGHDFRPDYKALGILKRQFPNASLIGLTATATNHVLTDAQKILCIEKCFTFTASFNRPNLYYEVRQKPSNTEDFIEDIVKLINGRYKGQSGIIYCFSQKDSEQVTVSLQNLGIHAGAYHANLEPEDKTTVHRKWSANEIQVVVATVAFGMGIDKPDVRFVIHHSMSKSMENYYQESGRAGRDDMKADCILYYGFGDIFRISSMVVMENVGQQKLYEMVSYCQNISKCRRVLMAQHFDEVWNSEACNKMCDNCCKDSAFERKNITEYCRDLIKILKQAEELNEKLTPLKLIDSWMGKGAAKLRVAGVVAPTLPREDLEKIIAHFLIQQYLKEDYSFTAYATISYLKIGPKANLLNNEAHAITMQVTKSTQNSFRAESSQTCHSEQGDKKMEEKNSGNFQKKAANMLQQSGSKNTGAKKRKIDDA
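RECQ1T1 50 nM; forked duplex (20 bp + 30-nt ss tails) 200 nM, ATP 2 mM final; pH 8.0, 2 mM MgCl2, 2.5 ug/ml poly(dI-dC); 15 min compound preincubation; discontinuous kinetic read over 2 h at RT.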
TexasRed fluor – Total Fluorescence Counterscreen for Inhibitors of the Interaction of Thyroid Hormone Receptor and Steroid Receptor Coregulator 2 | Potency, µM (titrated, usually from 106 µM), for inactives: at the top dose fluorescence change, negative = quenching | 280,000 tested, 0.29% active | TRb/SRC2 Texas Red total fluorescence interference | AID 1479, 2009; active means well fitted curve in either direction with a large enough effect; inconclusive means small, poorly fitted or top-dose-only effect
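Human TRb ligand-binding domain at 0.6 uM with 20 nM Texas Red SRC2 peptide in Tris buffer containing 1 uM T3 and 5% DMSO, incubated with compound 5 h at ambient temperature. Total fluorescence (555/632 nm) calculated as parallel + 2 × perpendicular.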
* = called active by the depositor; i = inactive; ? = inconclusive; / = not tested or not shown; [ ] = another dose, or the depositor's remark. Unless noted, the call rests on the fitted dose curve; in most records, active means well fitted curve in the direction sought with a large enough effect; inconclusive means small, poorly fitted or top-dose-only effect, or another doubt; inactive means no such curve, though single readings can be large; an effect the other way counts as inactive or inconclusive. Unless noted, on the % scale 0 is the no-effect control and ±100 the full control effect; potency means the concentration at half of the fitted maximal effect. Some of the compounds tested (hit frequency here may not be typical).

SMILES	GAA glycogen	GAA spleen mod	RGS12 GoLoco inh	TRb-SRC2 inh	GAA inh	L3MBTL1 inh	RECQ1 helicase	TexasRed fluor
Cc1nn2c(N3CCN(c4ccccn4)CC3)cc(C(C)C)nc2c1-c1ccccc1	1%	-6%	1%	-1%	-19%	/	0%	0%
O=C(NN=C1CCCCCC1)NC1CCCCC1	-13%	4%	0%	11%	1%	9%	-1%	-1%
COc1ccc(Cn2c(CCCO)nc3ccccc32)cc1OC	-8%	-8%	1%	7%	0%	/	-2%	1%
O=c1[nH]c(CSc2ncnc3sccc23)nc2ccccc12	0%	9%	8%	-1%	/	/	19%	-1%
COc1ccc(-c2cc(C(=O)NC3CCCC3)no2)cc1OC	-15%	-11%	10%	-3%	-9%	-3%	-2%	1%
O=C(O)c1c(-c2ccccc2)c2oc3ccccc3c2[nH]c1=O	1%	4%	-3%	-14%	?	10%	i	3%
CCCCCOc1ccc(NC(=O)C(=O)NCCCn2ccnc2)cc1	4%	-1%	7%	-13%	-9%	/	-10%	-1%
CC(NC(=O)Cn1cc2c(n1)CCCCC2)c1ccccc1 (centres undefined)	1%	-15%	4%	1%	-9%	0%	i	-1%
Cc1ccc(/C=C/C(=O)Nc2cc(C)on2)cc1	1%	1%	-1%	-16%	0%	-1%	-12%	0%
CCOc1ccccc1C(=O)NCCCCCC(=O)O	1%	1%	7%	3%	7%	5%	-8%	-7%
O=C(N/N=C/c1cc(Br)ccc1O)C(c1ccncc1)N1CCOCC1 (centres undefined)	4%	-4%	4%	4%	3%	?	-1%	-1%
O=C(NNC(=S)Nc1ccc(OC(F)F)cc1)c1cc2c(s1)CCCC2	-14%	-9%	0%	-13%	-4%	5%	-10%	631µM*[quencher]
CCCC1=C(C(=O)OCC)C(c2ccncc2)n2ncnc2N1 (centres undefined)	15%	-19%	4%	-1%	0%	/	-10%	-4%
O=C(Nc1cccc(Cl)c1)Nc1ccccc1-n1ccnc1	17%	2%	2%	7%	/	-6%	-9%	2%
C(#Cc1ccccc1)C[N+]1(CC#Cc2cccc3ccccc23)CCCC1	2%	-1%	7%	4%	-2%	0%	0%	2%
O=C(CSc1nc2[nH]ncc2c(=O)n1-c1ccccc1)N1CCCc2ccccc21	?	-8%	139%	-5%	-3%	0%	-12%	-1%
CCOc1ccccc1OCCOc1ccc(F)cc1	3%	2%	7%	0%	-11%	37%[activator]	-12%	0%
O=C(/C=C/c1cccs1)NCc1ccccc1	-2%	2%	8%	2%	-13%	/	-9%	1%
CCc1ccccc1NC(=O)CN1C(=O)C2CCCN2c2ncc(Cl)cc21 (centres undefined)	-20%	3%	14%	-2%	-1%	-8%	7%	-1%
Cc1ccc(S(=O)(=O)N2CCN(c3cc4c(cc3[N+](=O)[O-])n(C)c(=O)n4C)CC2)cc1	-2%	-2%	-21%	2%	-11%	-6%	-11%	-2%
O=S(=O)(c1ccc(F)cc1F)N1CCCN(c2ccc(C(F)(F)F)cn2)CC1	-11%	-2%	-3%	-6%	/	12%	-9%	1%
Cc1cc(N2CCCCC2)nc2ccccc12	0%	4%	5%	-12%	?	41%[activator]	-2%	-1%
COc1cc2c(C(=O)N3CCN(c4cccc(Cl)c4)CC3)cn(CC(C)C)c(=O)c2cc1OC	2%	-14%	-2%	2%	-9%	/	-1%	-1%
COC(=O)CN1C(C)=Nc2ccc(C)cc2C1c1ccccc1 (centres undefined)	17%	1%	17%	1%	9%	-11%	-6%	-1%

Complete entries, quoted from the list. Values in the order: GAA glycogen | GAA spleen mod | RGS12 GoLoco inh | TRb-SRC2 inh | GAA inh | L3MBTL1 inh | RECQ1 helicase | TexasRed fluor
Cc1ccc(S(=O)(=O)N2CCN(c3cc4c(cc3[N+](=O)[O-])n(C)c(=O)n4C)CC2)cc1 reads -2% | -2% | -21% | 2% | -11% | -6% | -11% | -2%
COc1cc2c(C(=O)N3CCN(c4cccc(Cl)c4)CC3)cn(CC(C)C)c(=O)c2cc1OC reads 2% | -14% | -2% | 2% | -9% | / | -1% | -1%

Following part.
SMILES	GAA glycogen	GAA spleen mod	RGS12 GoLoco inh	TRb-SRC2 inh	GAA inh	L3MBTL1 inh	RECQ1 helicase	TexasRed fluor
O=C(N/N=C/c1cccnc1)c1cccc(N2CCCC2=O)c1	5%	-3%	5%	-7%	/	-1%	-1%	-5%
Cc1cccc(C(=O)NC(C)C(c2cccs2)N2CCOCC2)c1 (centres undefined)	4%	7%	2%	1%	/	/	-1%	-3%
O=C(Nc1nnc(C2=COCCO2)o1)c1ccc(S(=O)(=O)N2CCCCC2)cc1	-2%	-3%	10%	-5%	-7%	/	i	1%
O=C(NC1=NCCS1)NC12CC3CC(CC(C3)C1)C2	2%	-4%	-3%	-10%	-5%	-4%	i	-3%
O=C(NC(=S)Nc1ccc2ncccc2c1)c1ccccc1	-20%	0%	-4%	-9%	4%	-9%	4%	-1%
Cc1cnc(C(=O)Nc2cccc3cccnc23)cn1	13%	-15%	13%	0%	-9%	-1%	-1%	-6%
CCn1c(C)cc(/C=C2/SC(=S)N(CC(=O)O)C2=O)c1C	-5%	-7%	6%	1%	-13%	-11%	i	0%
CCOC(=O)c1sc2nc(-c3ccccc3)ccc2c1N	3%	-1%	5%	2%	5%	9%	-1%	-3%
O=S(=O)(c1ccc(Sc2nnc3ccccn23)nc1)N1CCOCC1	7%	-2%	-4%	1%	1%	/	0%	-2%
Cc1cc(=O)[nH]c(SCC(=O)Nc2ccccc2[N+](=O)[O-])n1	-6%	-6%	7%	-5%	/	1%	i	-3%
O=C(NCc1ccco1)c1ccc(F)c(S(=O)(=O)N2CCCCC2)c1	-16%	5%	8%	-1%	0%	-11%	0%	-4%
O=C(O)c1cc(N2N=C(C(F)(F)F)/C(=C/C=C/c3ccco3)C2=O)ccc1Cl	-16%	2%	175%[activator]	8%	-5%	1µM*	17%	4%
CCOc1ccc(C(=O)NCC(C)CN(C)C)cc1OCC (centres undefined)	-2%	-5%	-2%	-3%	-6%	4%	-12%	0%
CCCCNC(=O)c1onc(CSc2cccc(Cl)c2)c1C(=O)O	-6%	-11%	9%	4%	-1%	11%	-2%	2%
O=S(Cc1ccccc1)CC(O)(c1ccccc1)c1ccccc1 (centres undefined)	-3%	-11%	11%	-16%	4%	0%	i	0%
O=C(Nc1ccc2c(c1)OCO2)c1c(Cl)nc2sccn12	3%	-4%	4%	-2%	-3%	3%	i	0%
COC(=O)N1C2=C(c3ccccc3[C@@H]1CC(=O)Nc1ccc3cc4ccccc4cc3c1)[C@@H]1C(=O)N(c3ccccc3)C(=O)[C@@H]1[C@H](C)C2	/	-4%[17.4 µM]	5%[14.2 µM]	-2%[11.2 µM]	/	/	i[11.5 µM]	-4%[11.2 µM]
CCCOc1ccc(-c2nc(C#N)c(NCCCn3ccnc3)o2)cc1	31µM*	8%	16%	0%	3%	-24%	i	0%
C=CCNC(=O)CN1C(=O)C2C3c4ccccc4C(c4ccccc43)C2C1=O (centres undefined)	-10%	/	-14%	-3%	0%	8%	-4%	-1%
O=C(Nc1ccccc1)c1ccc2snnc2c1	9%	-1%	1%	6%	-1%	11%	11%	-2%
C(=N\n1cnnc1)/c1ccc2ncccc2c1	8%	0%	-1%	-6%	-3%	5%	-9%	0%
Cc1cccc(C)c1NC(=O)CS(=O)CC(=O)NC1CCCc2ccccc21 (centres undefined)	1%	-8%	9%	-13%	-1%	-6%	1%	-2%
CC(C)(C)c1csc(NC(=O)Cc2cccs2)n1	-6%	1%	50%[activator]	7%	4%	-18%	?	-6%
C=CCn1c(C(c2ccccc2)c2ccccc2)n[nH]c1=S	-19%	-3%	-1%	14%	1%	-13%	2%	-4%
COc1ccc(CCNC(=O)CCn2c(=O)oc3ccccc32)cc1OC	1%	7%	2%	-3%	-6%	-12%	-6%	0%
Cc1ccc(Cl)cc1NC1=C/C(=N\S(=O)(=O)c2cccs2)c2ccccc2C1=O	13%	-1%	67%[activator]	-22%	-4%	/	i	4%
COc1ccccc1C(=O)Nc1ccc(C(=O)O)cc1	7%	-10%	7%	-13%	-3%	4%	2%	-2%
OCCCNc1nc(-c2ccccc2)nc2c1oc1ccccc12	-5%	-14%	6%	5%	/	2%	-3%	-3%
CCOc1cc(/C=N\Nc2nc(Nc3ccccc3)nc(N3CCOCC3)n2)ccc1OC(=O)c1ccco1	-3%	-8%	-3%	-2%	-10%	-9%	-9%	0%
CCn1ncc(CN2CCCC(C(=O)c3cccc(OC(C)C)c3)C2)c1C (centres undefined)	12%	-6%	8%	-6%	-2%	11%	-16%	-5%
C/C(CC(C)C)=N/Nc1ccc([N+](=O)[O-])cc1[N+](=O)[O-]	-10%	-7%	10%	7%	/	?	-6%	3%
Cn1c(C(=O)N2CCCC(C(=O)NCCCc3ccccc3)C2)cc2sccc21 (centres undefined)	4%	-7%	8%	-5%	?	-11%	-5%	1%
O=C(Nc1nc2cc3c(cc2s1)OCO3)C1=COCCO1	-3%	0%	2%	6%	-9%	-10%	-4%	-5%
COC(=O)c1ccccc1NC(=O)N1CCN(c2ccccc2)CC1	-4%	0%	14%	6%	-9%	-4%	i	-2%
CC(=O)c1cccc(N=C2C(=O)Nc3ccccc32)c1	6%	6%	/	4%	2%	-4%	2%	6%
